Source: PubChem (several laboratories)
SV40 large T antigen – TAg ATPase/helicase activity blockers – biochemical (AID 1903); 310,000 compounds, 0.39% hits; one-dose inhibition, % at 20 µM; IC50 in µM for titrated hits; SV40 large T antigen ATPase/helicase inhibition assay; higher % means a stronger effect; in the data active = a potency from the dose series; inconclusive = inhibition mostly from about 32% at the one dose, without a potency; inactive = the rest, 99 in 100 with inhibition below about 32%; note: strong numbers were not always called active
Salmonella PhoP GFP – inhibitors of PhoP regulon expression, primary screen, Salmonella Typhimurium, GFP reporter (AID 1863); S. Typhimurium PhoP-regulated promoter GFP reporter, 4 h; higher % means a stronger effect; inhibition, % at 50 µM; hits with a dose series show IC50 in µM; 300,000 compounds, 0.16% hits;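 active = inhibition over 29.93%, a cutoff 3 SD above the screen mean, later confirmed by dose response; inconclusive = inhibition over 29.93% but no dose response follow-up; inactive = inhibition at most 29.93% or unconfirmed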;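 note: 0% = low Mg2+ inducing control and 100% = high Mg2+ repressing control; strong numbers were not always called active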
RSV antiviral HEp-2 – inhibition of RSV-induced cytopathic effect – HEp-2 cells, primary 10 µM value included (AID 2391). HEp-2 cells, RSV-induced CPE inhibition; higher % means a stronger effect. CPE inhibition, % at 10 µM; hits with a dose series show IC50 in µM. 310,000 compounds, 0.13% hits; in the data active = a potency from the dose series; inconclusive = CPE inhibition mostly from about 23% at the one dose, without a potency; inactive = the rest, 99 in 100 with CPE inhibition below about 21%; note: strong numbers were not always called active
GPR35 antagonists – inhibition of zaprinast-stimulated GPR35 beta-arrestin translocation – imaging, U2OS, beta-arrestin-GFP, zaprinast agonist, primary screen (AID 2058). U2OS GPR35 beta-arrestin-GFP translocation imaging, zaprinast antagonism; higher % means a stronger effect. inhibition, % at 10 µM, or IC50 in µM where a hit was titrated. 290,000 compounds, 0.052% hits;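 active = inhibition of at least 50% with at least 30 cells and total cytoplasm GFP at most 10,000,000; inconclusive = under 30 cells or total GFP of 10,000,000 plus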
MgcRacGAP inhibition – MgcRacGAP GTPase-activating activity inhibitors, confirmation, biochemical, ADP Hunter fluorescence; AID 624330; MgcRacGAP-stimulated Rac1 GTP hydrolysis, ADP Hunter fluorescence; higher % means a stronger effect; GST-tagged Rac1 F28L mutant substrate; 340,000 compounds, 0.6% hits; inhibition, % at 30 µM; hits with a dose series show IC50 in µM;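 active = first-screen hits whose inhibition reached a set limit at any dose in the follow-up dose series; inconclusive = inhibition above the set first-screen limit but never retested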;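 note: fluorescence reports GDP produced by GAP-driven GTP hydrolysis; strong numbers were not always called active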
LYP phosphatase – PTPN22 lymphoid phosphatase activity blockers – biochemical, fluorescence intensity, uHTS (AID 1779); 290,000 compounds, 0.054% hits; inhibition, % at 11.5 µM; hits with a dose series show IC50 in µM; recombinant LYP phosphatase, fluorescence intensity; higher % means a stronger effect; in the data active = inhibition above about 50%;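 note: plate controls were vehicle with enzyme for no effect and no enzyme for full effect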
ER stress rescue – protection against thapsigargin-triggered cell killing – 384-well, CSM14.1, ATP luminescence, primary screen (AID 1222); CSM14.1 thapsigargin-induced death rescue, ATP luminescence; higher % means a stronger effect; 190,000 tested, under 10 active; one-dose cellular ATP content (survival), % at 20 µM; EC50 in µM for titrated hits;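 active = EC50 below 50 µM in the dose-response confirmation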;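 note: death triggered by thapsigargin at about 15 µM added after 2 h compound pretreatment; cell ATP read after overnight thapsigargin exposure of roughly 18 to 22 hours; normalized against plate controls of thapsigargin alone and 5% DMSO vehicle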
West Nile antiviral – inhibition of WNV-induced cytopathic effect – cell-based, CPE readout (AID 1621). CPE inhibition, % at 10 µM, or IC50 in µM where a hit was titrated. 290,000 compounds, 0.02% hits. West Nile virus-infected cells, CPE inhibition; higher % means a stronger effect; in the data active = a potency from the dose series; inconclusive = CPE inhibition mostly from about 3.7% at the one dose, without a potency; inactive = the rest, 99 in 100 with CPE inhibition below about 2.2%; note: strong numbers were not always called active
NS5 inhibitors – flavivirus cap methylation enzyme inhibition – biochemical, confirmation dose response, primary screen (AID 588689). inhibition, % at 25 µM, or IC50 in µM where a hit was titrated. 340,000 compounds, 0.3% hits. Dengue-2 NS5 methyltransferase capping enzyme assay, biochemical; higher % means a stronger effect; in the data active = a potency from the dose series; inconclusive = inhibition above about 29% without an active follow-up result
NS5 inhibitors pilot replicate – further read-out of NS5 inhibitors, marked with its call; inhibition, %; measured here: pilot screen replicate inhibition
Numbers without * were called inactive; ? = inconclusive; · = no result given.

SMILES | SV40 large T antigen | Salmonella PhoP GFP | RSV antiviral HEp-2 | GPR35 antagonists | MgcRacGAP inhibition | LYP phosphatase | ER stress rescue | West Nile antiviral | NS5 inhibitors | others
COC(=O)c1cnc(Oc2ccc(NC(=O)NC(=O)c3c(F)cccc3F)cc2)cc1C(F)(F)F | 2.3% | -10.7% | 3.1% | -4.5% | -3.9% | -3.0% | · | -0.2% | 0.0%
COc1ccc(C(=O)NCc2ccc(N3CCN(C)CC3)cc2)cc1 | -4.5% | 15.9% | -0.9% | -14.2% | 5.1% | -3.0% | · | -0.2% | -9.8%
O=C(Cc1n[nH]c(=O)c2ccccc12)OCC(=O)c1ccc2c(c1)OCCO2 | 1.7% | 31.0% | 1.2% | -4.1% | 3.8% | -2.1% | -0.8% | 0.6% | -4.8%
COc1ccc(S(=O)(=O)N2CCOC2CNC(=O)C(=O)NCc2ccco2)cc1C (stereo not drawn) | 4.5% | -7.1% | -0.2% | -4.6% | 10.2% | -2.6% | · | -0.5% | -8.7%
COc1cc(C(=O)NCCC2=CCCCC2)cc(OC)c1OC | -4.9% | 4.5% | -1.1% | 8.3% | 6.2% | -10.5% | 0.6% | -0.3% | -6.9% | NS5 inhibitors pilot replicate=-3.3
CC(C)(C)C1CCC(=NNC(=O)C(=O)NC2CCCCC2)CC1 (stereo not drawn) | 13.1% | -2.4% | 2.6% | 3.2% | 3.5% | -1.2% | -2.1% | -0.4% | -3.9%
C=CCN(CCNP(=O)(OCC)OCC)CP(=O)(OCC)OCC | 2.2% | 3.5% | 1.4% | -13.6% | 1.2% | -11.8% | -1.6% | -0.2% | -2.1%
COc1ccccc1OCCOc1ccc(/C=C2\C(=N)N3N=C(C)SC3=NC2=O)cc1 | 15.1% | -4.9% | 7.4% | -0.5% | 9.3% | -7.2% | · | -0.6% | -2.0% | NS5 inhibitors pilot replicate=6.1
CC(C)(C)n1nnc(CCc2nnn(C(C)(C)C)n2)n1 | 12.5% | 6.5% | 0.9% | 13.4% | 6.3% | -0.2% | -1.0% | -0.1% | 1.4%
CCc1ccc(CN2CCC(Oc3ccc(C(=O)N4CCCCC4)cc3)CC2)cc1 | 10.9% | -2.7% | 2.1% | 10.0% | 9.4% | -8.4% | · | -1.0% | -5.2%
Cc1nc(N2CCOCC2)c2oc3ccccc3c2n1 | 9.5% | -4.5% | 0.6% | -11.2% | 2.8% | -0.1% | -0.2% | -0.4% | 2.3%
O=C(O)COc1ccc(/C=N/NC(=O)c2ccccc2Br)cc1 | 5.6% | 13.0% | -2.1% | -6.5% | 3.1% | -4.9% | 0.5% | 0.5% | 0.0%
Cc1[nH]nc(SCC(=O)N2CCCCC2)c1[N+](=O)[O-] | 12.9% | -1.5% | 0.2% | 6.3% | 6.3% | -8.4% | 0.2% | 0.0% | 9.4%
Cc1ccc(NC(=O)N2CCc3ccccc3C2)cc1 | · | 0.7% | 7.0% | -1.9% | 11.3% | -4.3% | -2.2% | 0.5% | -12.0%
Cc1ccc(-c2nc(C)sc2CC(=O)O)cc1 | 13.0% | -22.7% | -0.1% | -0.1% | -1.5% | 1.9% | -2.5% | 0.3% | 6.5%
O=S1(=O)CCC(NS(=O)(=O)c2cccc3cccnc23)C1 (stereo not drawn) | 10.4% | 16.7% | 1.7% | 4.9% | -0.4% | -5.2% | 2.8% | -0.2% | -1.5%
Cc1ccc(OCc2nc(-c3ccccn3)n[nH]2)cc1 | 5.4% | 6.6% | 1.4% | 1.6% | 1.3% | -1.8% | -3.2% | 2.1% | -3.4%
COCCNS(=O)(=O)c1cccc2cccnc12 | -0.1% | 7.7% | 0.7% | 4.5% | 0.9% | -6.2% | 2.9% | -0.5% | -2.2%
CCn1c2ccccc2c2nnc(SCC(=O)NC(CC(C)C)C(=O)OC)nc21 (stereo not drawn) | 12.8% | -2.0% | 1.8% | -1.8% | 6.5% | -6.5% | 0.2% | -0.6% | 2.6%
COC(=O)c1sc2cnccc2c1N | 25.1% | -2.3% | 20.4% | -6.7% | 8.2% | -21.2% | -0.6% | 0.5% | 1.4%
COc1cc(OC)cc(C(=O)N[C@H](C(=O)Nc2nnc(C3CC3)s2)C(C)C)c1 | 3.4% | 7.0% | 0.8% | -6.9% | 2.7% | 0.3% | 0.2% | -1.0% | -3.0%
Cc1[nH]nc2ncc(C(=O)c3ccccc3O)cc12 | -1.2% | -1.5% | 2.4% | 12.4% | -5.3% | -2.4% | 1.7% | 0.5% | 2.3%
CC(=O)c1c(O)cc(=O)n(-c2ccccc2)c1-c1cccc2ccccc12 | 2.3% | -6.2% | 2.4% | 2.8% | 5.0% | 1.4% | 4.8% | 0.0% | 6.0%
Cc1cccc(/C=N/n2c(-c3ccncc3)n[nH]c2=S)c1 | 43.7µM* | 8.4% | -0.2% | -4.6% | ? | 1.0% | 0.1% | -0.3% | -2.2%
c1ccc(C2=Nn3c(nnc3-c3ccncc3)SC2)cc1 | 9.6% | -6.5% | 1.3% | -6.6% | 7.8% | -0.1% | 2.1% | · | -6.3%
CCC1CCCCN1CCNC(=O)C1CCCN(S(=O)(=O)c2cccc3nsnc23)C1 (stereo not drawn) | 11.2% | 10.7% | -0.4% | 7.8% | -11.7% | -5.7% | · | -0.1% | -16.7%
O=S(=O)(c1ccc(F)c(F)c1)N1CCN(Cc2ccc3c(c2)OCO3)CC1 | 3.0% | 16.3% | 0.1% | 9.6% | 7.4% | -1.6% | -0.6% | -0.2% | 5.4%
COC(=O)C1C(=O)OC(C)(C)C1C(C)C(=O)c1ccccc1 (stereo not drawn) | 10.2% | -5.7% | -0.4% | -15.9% | 5.1% | -2.7% | 1.1% | 0.9% | 1.9% | NS5 inhibitors pilot replicate=-4.9
CC(C)NS(=O)(=O)c1ccc(OCC(=O)NCc2cccnc2)cc1 | -0.4% | -7.1% | 0.2% | -2.2% | 0.8% | -9.6% | -0.9% | 0.1% | 5.6%
Cc1ccc(S(=O)(=O)c2ccc(-n3nc(C)cc3N)cc2)cc1 | 1.9% | 10.0% | -0.1% | -11.0% | · | -6.0% | -0.6% | 0.0% | ·
COc1cccc(-n2nnc3c(=O)n(CC(=O)OCc4ccccc4)cnc32)c1 | 3.9% | 0.1% | 4.2% | 5.5% | 7.3% | 0.3% | 0.6% | 1.4% | 2.1%
O=C(NCC1(O)CCCCC1)C1CCC(=O)N(CCc2ccccc2)C1 (stereo not drawn) | -2.6% | -0.6% | -0.6% | 5.7% | 11.0% | -8.5% | · | -0.1% | 3.9%
CCn1cc(SCC(=O)NCc2ccc3c(c2)OCO3)c2ccccc21 | 6.5% | 4.7% | 1.1% | -7.4% | -1.2% | -0.5% | -0.4% | -0.4% | -2.8%
CCCc1cc(=O)oc2cc(OCC(=O)Nc3ccc(S(N)(=O)=O)cc3)ccc12 | 11.1% | -9.0% | -1.2% | -17.4% | 1.6% | -5.2% | · | -0.4% | 4.4%
O=C(NC1CCCC1)C(c1ccc(Cl)cc1)N1CCOCC1 (stereo not drawn) | 0.4% | -3.6% | 1.8% | -24.3% | -1.4% | 0.9% | · | 0.1% | -2.1%
Cc1ccc(-c2nnc(SCC(=O)Nc3nccs3)n2N)cc1 | 4.1% | 5.5% | 0.8% | 5.1% | 5.3% | -7.5% | -0.6% | -0.2% | -1.1%
O=C1CCCN1CCC1CCN(C(=S)Nc2ccc(F)cc2)CC1 | 2.6% | -1.1% | 9.9% | 13.1% | 4.1% | -0.9% | 0.4% | 0.9% | -5.0% | NS5 inhibitors pilot replicate=1.2
COC(=O)/C(C#N)=C/c1c(Oc2cc(C)cc(C)c2)nc2ccccn2c1=O | 8.4% | -0.8% | 5.8% | 56.9% | · | -3.3% | · | -1.3% | ·
CCCN(CCC)c1c([N+](=O)[O-])c(=O)oc2ccccc12 | 5.4% | -7.5% | 0.2% | -2.5% | 6.7% | -2.5% | -0.2% | 0.0% | -4.2%
Cn1nccc1-c1cc(Cl)cc(Cl)c1O | 3.5% | -2.4% | 5.4% | 14.8% | · | -10.8% | · | 0.7% | ·

Ordered by number of heavy atoms (high to low): 3 of the compounds above
SMILES | SV40 large T antigen | Salmonella PhoP GFP | RSV antiviral HEp-2 | GPR35 antagonists | MgcRacGAP inhibition | LYP phosphatase | ER stress rescue | West Nile antiviral | NS5 inhibitors | others
CCC1CCCCN1CCNC(=O)C1CCCN(S(=O)(=O)c2cccc3nsnc23)C1 (stereo not drawn) | 11.2% | 10.7% | -0.4% | 7.8% | -11.7% | -5.7% | · | -0.1% | -16.7%
COc1cc(OC)cc(C(=O)N[C@H](C(=O)Nc2nnc(C3CC3)s2)C(C)C)c1 | 3.4% | 7.0% | 0.8% | -6.9% | 2.7% | 0.3% | 0.2% | -1.0% | -3.0%
O=S(=O)(c1ccc(F)c(F)c1)N1CCN(Cc2ccc3c(c2)OCO3)CC1 | 3.0% | 16.3% | 0.1% | 9.6% | 7.4% | -1.6% | -0.6% | -0.2% | 5.4%

Next part.
SMILES | SV40 large T antigen | Salmonella PhoP GFP | RSV antiviral HEp-2 | GPR35 antagonists | MgcRacGAP inhibition | LYP phosphatase | ER stress rescue | West Nile antiviral | NS5 inhibitors | others
O=C(CN1CCOCC1)NCc1ccccc1 | 2.2% | -1.1% | 0.0% | -7.6% | 6.3% | 0.9% | -2.8% | · | 2.4%
COCCNc1cc(C)c(C#N)c2nc3ccccc3n12 | -5.4% | 11.8% | -0.5% | -3.0% | 6.3% | -18.3% | -0.4% | 0.1% | -2.4%
COCCn1c(=O)[nH]c2cc(C(=O)Nc3cccc(C(C)=O)c3)ccc2c1=O | 2.6% | 7.2% | 2.9% | 5.3% | 5.2% | -7.3% | · | -0.1% | -0.8%
CC(C)C(=O)Nc1cccc(NC(=O)c2cccc(Br)c2)c1 | 4.0% | -0.5% | 0.0% | 14.4% | 13.4% | -4.7% | -0.9% | -0.8% | -5.3%
O=c1[nH]c(-c2ccccc2)nc(-c2ccccc2)c1Cl | 10.4% | · | 2.0% | · | 1.0% | · | · | · | -3.8%
O=S(=O)(c1ccc(Cl)cc1)N1CCC(n2cnc3cc(C(F)(F)F)ccc32)CC1 | · | · | 20.8% | · | -0.5% | · | · | 2.0% | -5.5%
